KB-3-1 cytotox = kills parental KB-3-1 adenocarcinoma cells. KB-3-1 viability, CellTiter-Glo ATP luminescence, 72 h. Potency, µM (series often up to 46.1 µM), for inactives: top-dose activity change, negative = cytotoxic, usual class: cytotoxic. 1.4% of 400,000 active. AID 1347075; further: potency means the concentration at half of the fitted maximal effect; on the % scale 0 is the no-effect control and ±100 the full control effect; nearly all actives have a fitted effect of over 60% in size
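Multi-concentration cytotoxicity screen in KB-3-1 cells grown in DMEM lacking phenol red with 10% FBS. After 72 h at 37 °C with compound, ATP-dependent luminescence was recorded.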
MCF10A rereplic = inducers of DNA re-replication in MCF 10A breast cells | Potency, µM (highest dose often 46.1 µM), for the others: top-dose activity, positive = re-replication, hits mostly activators | MCF 10A DNA re-replication, Hoechst nuclear intensity, 48 h | AID 624296 | 2.9% of 350,000 active; further: potency means the concentration at half of the fitted maximal effect; % of control where 0% means no effect; nearly all actives have a fitted effect of over 50% in size
SW480 rerep = DNA re-replication induction in SW480 cells; SW480 DNA re-replication, Hoechst DNA content imaging, 48 h; Potency, µM (doses to about 46.1 µM), for inactives: top-dose re-replication activation, hits mostly activators; 1.8% of 340,000 active; further: potency means the concentration at half of the fitted maximal effect; % of control where 0% means no effect; nearly all actives have a fitted effect of over 55% in size
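SW480 cells exposed to compounds for 48 hr at 37 C, 5% CO2, then Hoechst-stained 40 min. Nuclear DNA content imaged by fluorescence scanning (405 nm excitation, 500-530 nm emission); re-replication scored as increased high-intensity nuclei.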
WRN inhibitor = inhibitors of human WRN helicase; Q14191; WRN helicase unwinding, fluorescent forked duplex, kinetic; Potency, µM (top dose mostly 114 µM), for inactives: top-dose activity change, negative = inhibition, usual class: inhibitors; 0.46% of 360,000 active; further: potency means the concentration at half of the fitted maximal effect; on the % scale 0 is the no-effect control and ±100 the full control effect; nearly all actives have a fitted effect of over 55% in size
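WRN at 20 nM final preincubated with compound 15 min at room temperature; reaction started with 100 nM fluorophore/quencher forked duplex oligonucleotide and 2 mM ATP final. Unwinding followed kinetically by red fluorescence (ex 525, em 598 nm).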
HT1080 IDH1KD tx = toxicity to HT-1080 IDH1 knockdown cells (counter line); Potency, µM (highest dose often 46.1 µM), inactives show at the highest dose activity, negative = toxicity, usual class: cytotoxic; AID 686971; 2% of 360,000 active; HT-1080 IDH1 knockdown viability, ATP luminescence, 48 h;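 further: potency means the concentration at half of the fitted maximal effect; 0% = DMSO wells and -100% = cell-free medium wells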
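Using the IDH1-knockdown HT-1080 line run in the same batch and compound series as the NT line, viability after 48 h at 37 °C was determined by CellTiter-Glo luminescence and expressed as % activity.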
KB-V1 cytotox = kills drug-selected multidrug resistant KB-V1 cells | KB-V1 MDR cells viability, CellTiter-Glo, 72 h | 3.4% of 400,000 active | Potency, µM (top dose mostly 46.1 µM), inactives show at the top dose activity change, negative = cytotoxicity, usual class: cytotoxic; further: potency means the concentration at half of the fitted maximal effect; on the % scale 0 is the no-effect control and ±100 the full control effect; nearly all actives have a fitted effect of over 60% in size
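KB-V1 cells (P-gp-expressing MDR subline of KB-3-1) in phenol-red-free DMEM with 10% FBS were exposed to library compounds over a concentration series for 72 h at 37 degrees C. Viability read by CellTiter-Glo luminescence; concentration-effect curves fitted after normalization.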
HT1080-NT tox = kills 2HG-producing HT-1080-NT fibrosarcoma cells. HT-1080-NT fibrosarcoma viability, CellTiter-Glo ATP luminescence, 48 h. 1.6% of 360,000 active. Potency, µM (titrated, usually from 46.1 µM), for inactives: top-dose activity, negative = less viability, hits mostly cytotoxic. AID 686970;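 further: NT is the 2HG producing partner of a matched IDH1 knockdown line; potency means the concentration at half of the fitted maximal effect; 0% = DMSO-treated cells and -100% = media-only wells without cells; nearly all actives have a fitted effect of over 55% in size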
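Read-out is CellTiter-Glo luminescence after 10 minutes at room temperature, following 48 hours' compound treatment of HT-1080-NT cells (750 cells/well, RPMI, 5% FBS, 37 degrees C).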
IL1B secr inh = inflammasome signaling inhibition, IL-1 beta readout; THP-1 LPS/ATP IL-1B secretion, AlphaLISA, 16 h; hits give low values; activity change, % at 57.5 µM; 4.7% of 360,000 active; AID 743279; in the data active means activity change below about -50%; inconclusive means mostly about -30% to -49%; further: on the % scale 0 is the no-effect control and ±100 the full control effect
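THP-1 cells pretreated 1 hr with compounds (up to 57.5 uM final), then stimulated with LPS (250 ng/mL final) plus ATP (1.25 mM final); secreted IL-1B measured by AlphaLISA after 16 hr, decreased signal indicating inhibition.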
ATXN2 expr inh = ATXN2 expression inhibition; HEK-293 ATXN2-luciferase reporter, luminescence, 24 h; Potency, µM (top dose mostly 57 µM), for inactives: at the top dose activity change, negative = inhibition, actives largely listed as inhibitors; 0.72% of 360,000 active; further: potency means the concentration at half of the fitted maximal effect; on the % scale 0 is the no-effect control and ±100 the full control effect; nearly all actives have a fitted effect of over 55% in size
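ATXN2-luciferase reporter cells (luciferase flanked by upstream and downstream ATXN2 gene portions) were treated 24 h at 37 °C with compounds at up to 57 uM. SteadyGlo luminescence gave expression; GF-AFC fluorescence gave viability.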
* = called active by the depositor; ? = inconclusive; · = not tested or not shown; & = joins results of further samples; [ ] = remark or other dose. Unless noted, the call rests on the fitted dose curve; in most records, active means well fitted curve in the direction sought with a large enough effect; inconclusive means small, poorly fitted or top-dose-only effect, or another doubt; inactive means no such curve, though single readings can be large; an effect the other way counts as inactive or inconclusive. Rows were taken by chance; 12% or so of the library scored in one or more.

A first look (3 entries):
SMILES | KB-3-1 cytotox | MCF10A rereplic | SW480 rerep | WRN inhibitor | HT1080 IDH1KD tx | KB-V1 cytotox | HT1080-NT tox | IL1B secr inh | ATXN2 expr inh
Cc1ccccc1SCC(=O)NCCCn1ccnc1 | -10% | 12% | -5% | -9% | 0% | -15% | 12% | -1 | -4%
Cc1ccc(S(=O)(=O)N2CCCCC2)cc1C(=O)N(C)CC(=O)Nc1ccc(Cl)c(C(F)(F)F)c1 | ? | 23µM* | ? | 2% | 3% | ? | 10% | -56* | ?
COc1cccc(NC(=O)N(Cc2cc3cc(C)cc(C)c3[nH]c2=O)CC2COCCO2)c1 (centres undefined) | 2% | 12% | 0% | 8% | -20% | -24% | -17% | ? | 1%

The listing, repeating the preview:
SMILES | KB-3-1 cytotox | MCF10A rereplic | SW480 rerep | WRN inhibitor | HT1080 IDH1KD tx | KB-V1 cytotox | HT1080-NT tox | IL1B secr inh | ATXN2 expr inh
Cc1ccccc1SCC(=O)NCCCn1ccnc1 | -10% | 12% | -5% | -9% | 0% | -15% | 12% | -1 | -4%
Cc1ccc(S(=O)(=O)N2CCCCC2)cc1C(=O)N(C)CC(=O)Nc1ccc(Cl)c(C(F)(F)F)c1 | ? | 23µM* | ? | 2% | 3% | ? | 10% | -56* | ?
COc1cccc(NC(=O)N(Cc2cc3cc(C)cc(C)c3[nH]c2=O)CC2COCCO2)c1 (centres undefined) | 2% | 12% | 0% | 8% | -20% | -24% | -17% | ? | 1%
COc1cccc(-c2cc(C(=O)NC3CCCCC3)no2)c1 | -8% | 2% | 4% | 3% | 11% | -14% | 10% | -23 | 0%
Cc1c(NC(=O)COC(=O)C2CC3C=CC2C3)c(=O)n(-c2ccccc2)n1C (centres undefined) | -1% | 1% | -8% | -1% | 10% | 4% | 4% | 12 | 2%
COc1ccc(Cn2c(=O)n(Cc3ccco3)c(=N)c3c4c(sc32)COC(C)(C)C4)cc1 | ? | 8% | -7% | -5% | -15% | -25% | ? | · | -15%
COc1cc2c(cc1OC)CN(CC(=O)Nc1ccccc1SC)CC2 | -3% | ? | -15% | -6% | -1% | ? | -20% | -29 | -33%
COc1ccc(NC(=O)N(CCCN(C)C)Cc2cc3cc(OC)ccc3[nH]c2=O)cc1 | 4% | -41%&5%[inhibitor] | -1%&-2% | 4% | -6% | 8% | 1% | -11 | -5%
O=C(CN(Cc1ccco1)C(=O)c1cc(=O)[nH]c2ccccc12)Nc1ccccc1Br | -9% | 1% | -4%[9.22 µM] | 0% | -3% | 0% | -6% | -10 | -2%
C=CCN1[C@@H](Cc2ccccc2)COc2cc(N3CCSCC3)ccc2S1(=O)=O | -12% | · | · | -4% | -9% | 5% | -4% | -12 | 13%
CC(C)C[C@H]1CN(CCCC[C@@H]2CNC(=O)C(=O)N2Cc2ccccc2)C(=O)C(=O)N1Cc1ccccc1 | 23% | · | · | 8% | 19% | 0% | 17% | 21 | -1%
CC(=O)N1CCN(c2ccccc2NC(=O)c2ccc3ccccc3c2)CC1 | 1% | 11% | -7% | 1% | -12% | -5% | -4% | ? | -5%
O=C(CCCc1cccs1)N1CCN(S(=O)(=O)c2ccccc2Br)CC1 | -3% | -4% | -3% | -7% | -3% | -26% | 4% | 8 | -4%
Cc1[nH]c2ccc(-c3nnc(SCC(=O)NCc4ccco4)n3Cc3ccccc3)cc2c1C | ? | ? | 7% | -19% | -27% | -4% | ? | 0 | -20%
Cc1ccc(-n2c(C)cc(/C=N/NC(=O)c3ccncc3)c2C)c(C)c1 | 3% | ? | 9% | -8% | ? | -19% | -6% | 5 | 8%
CC[n+]1c(/C=C2\Sc3ccccc3N2C)ccc2cccc(C)c21 | 0.46µM* | -6% | -10% | 50µM* | 10µM* | 16µM* | 13µM* | -100* | ?
O=C(N/N=C/c1ccco1)c1ccc(N2CCCC2=O)cc1 | 11% | ? | -11% | -14% | 6% | -15% | 14% | 10 | 8%
CN(C)c1ccc(C(=O)/C=C/c2ccco2)cc1 | 9% | 8% | -3% | -22% | 21% | 0% | 18% | -101* | 100%[activator]
CC(C)NS(=O)(=O)c1ccc(CCC(=O)N2CCc3ccccc3C2)cc1 | -1% | 15% | 6% | 3% | 6% | ? | ? | 5 | 3%
CCOC(=O)N1CCN(C(=O)CSc2ccc(-c3ccncc3)nn2)CC1 | -8% | 11% | 3% | -5% | 0% | -8% | 8% | 88 | ·
COC(=O)c1c(NC(=O)CSc2ncnc3[nH]ncc23)sc2c1CCC2 | -7% | ? | 19% | 10% | -15% | ? | -3% | 15 | -36%
O=C(NC(=S)Nc1ccc(Cc2ccncc2)cc1)c1ccc(F)cc1 | -21% | ? | -6% | 5% | -6% | -30% | -5% | 23 | ·
COc1cccc(CN2CCN(Cc3cccn3-c3cccnc3)CC2CCO)c1 (centres undefined) | -3% | 4% | -110%[inhibitor] | 3% | -3% | -11% | -1% | -4 | ·
COc1cc(C(=O)Nc2cc(Cl)ccc2C)c(-n2cnnn2)cc1OC | 0% | 11% | -2% | 8% | 2% | ? | -2% | -4 | 4%
Cc1cc(SCc2ccccc2)nc(=O)[nH]1 | -5% | 0% | -8% | -4% | 11% | 1% | 11% | -3 | 1%
CCN(C(C)=O)c1ccc(Oc2nc(OC)cc(OC)n2)cc1 | -5% | 0% | -2% | -29%[57.1 µM] | 10% | -19% | 11% | 10 | -23%[11.3 µM]
CC(=O)OCc1cc(-c2nn(C)c(=O)c3ccccc23)ccc1C | -7% | -49%[inhibitor] | -66%[inhibitor] | 1% | 8% | -11% | 12% | 21 | -11%
CCc1cc(C(=O)OC)c(NC(=O)CC2Nc3cc(C)c(C)cc3NC2=O)s1 (centres undefined) | -2% | ? | -78%[inhibitor] | -5% | 23% | -7% | 8% | 0 | 9%
CC(C)(C)C(=O)NC(CC(=O)O)c1ccccc1 (centres undefined) | -1% | -26% | -7%[1.84 µM] | 1%[57.1 µM] | 18% | -2% | 14% | 14 | 1%
COc1ccccc1C(O)c1ncc(-c2cccc(C(F)(F)F)c2)[nH]1 (centres undefined) | 0% | · | · | -3% | -20% | 2% | ? | -20 | -32%
CCn1c(SCc2nc(-c3ccccc3)no2)nc2ccccc21 | 7% | -2% | -5% | -7% | 2% | -5% | -2% | -4 | -6%
C=CCn1c2ccccc2c2nnc(SCCCn3c(=O)[nH]c4ccccc43)nc21 | ? | 21µM* | -2%[9.22 µM] | -9% | 16µM* | ? | ? | -79* | ?
CCCOc1ccc(C(=O)CCN2CCN(C(=O)OCC)CC2)cc1 | -1% | ? | -2% | ? | ? | -2% | ? | 0 | ?
Cc1ccc(S(=O)(=O)NCC(=O)OCC(=O)N2N=C(c3ccc(Cl)cc3)CC2c2ccco2)cc1C (centres undefined) | -2% | 4% | 2% | 0% | 6% | -19% | 4% | 3 | 6%
Cc1ccc(OCCCC(=O)Nc2nnc(C3CCCO3)s2)c(C)c1 (centres undefined) | 9% | 1% | -11% | -4% | 0% | ? | -5% | 21 | -15%
Cc1ccc(NC(=O)C2C3C=CC4(O3)C2C(=O)N(CCCN2CCOCC2)C4C(=O)NC2CCCCC2)cc1Cl (centres undefined) | ? | -23% | -15% | -12% | -1% | 31% | 2% | -14 | -1%
O=C(NCCCN1CCC(Cc2ccccc2)CC1)c1ccc(CS(=O)c2ccccc2Cl)o1 (centres undefined) | -9% | · | · | 3% | -24% | -10% | ? | -23 | ·
CC(CN1CCCCC1)OC(=O)Cc1ccc(Cl)cc1 (centres undefined) | -2% | -2% | -2% | -6% | 2% | 2% | -1% | 5 | 6%
CCOc1ccc(C(=O)N2CCN(c3cccc(C)c3C)CC2)cc1 | 2% | 16% | 1% | -7% | -3% | -22% | -4% | 14 | -6%
O=C(COC(=O)C1CC(=O)N(Cc2ccccc2)C1)Nc1cccc([N+](=O)[O-])c1 (centres undefined) | 4% | -6% | 4% | -7% | 7% | ? | 17% | 12 | ·
O=S(=O)(/N=C(/Nc1cccc2ccccc12)c1ccccc1)c1ccccc1 | 0% | ? | -1% | -9%[57.1 µM] | -20% | -17% | -3% | ? | 9%
Cc1ccc(C(=O)N2CCN(S(=O)(=O)c3ccc(C)cc3)CC2)cc1 | 8% | 14% | -4% | 10% | 15% | -5% | 11% | -13 | 1%

An excerpt of these results, field by field.
> C=CCn1c2ccccc2c2nnc(SCCCn3c(=O)[nH]c4ccccc43)nc21
  KB-3-1 cytotox: ?	MCF10A rereplic: 21µM*	SW480 rerep: -2%[9.22 µM]	WRN inhibitor: -9%	HT1080 IDH1KD tx: 16µM*	KB-V1 cytotox: ?	HT1080-NT tox: ?	IL1B secr inh: -79*	ATXN2 expr inh: ?
> CCCOc1ccc(C(=O)CCN2CCN(C(=O)OCC)CC2)cc1
  KB-3-1 cytotox: -1%	MCF10A rereplic: ?	SW480 rerep: -2%	WRN inhibitor: ?	HT1080 IDH1KD tx: ?	KB-V1 cytotox: -2%	HT1080-NT tox: ?	IL1B secr inh: 0	ATXN2 expr inh: ?
